Kir21 inh = Kir2.1 (mouse) channel inhibition; P35561; HEK293-Kir2.1, FluxOR thallium flux fluorescence; stronger effect = lower value; B-score at 10 µM; 310,000 tested, 0.85% active; AID 1672;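 active = fluorescence ratio B-score at or below minus 3 SD of library scores, with starting-brightness B-score within 2 SD, cut at about -4.2 in these data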;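 also: channel flux triggered by added potassium and thallium sulfate stimulus; B-score of peak minus minimum fluorescence over baseline after thallium stimulus; more negative B-score means stronger Kir2.1 block with less thallium influx; some compounds called inactive have numbers as strong as hits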
Target sequence (P35561 whole entry, looked up): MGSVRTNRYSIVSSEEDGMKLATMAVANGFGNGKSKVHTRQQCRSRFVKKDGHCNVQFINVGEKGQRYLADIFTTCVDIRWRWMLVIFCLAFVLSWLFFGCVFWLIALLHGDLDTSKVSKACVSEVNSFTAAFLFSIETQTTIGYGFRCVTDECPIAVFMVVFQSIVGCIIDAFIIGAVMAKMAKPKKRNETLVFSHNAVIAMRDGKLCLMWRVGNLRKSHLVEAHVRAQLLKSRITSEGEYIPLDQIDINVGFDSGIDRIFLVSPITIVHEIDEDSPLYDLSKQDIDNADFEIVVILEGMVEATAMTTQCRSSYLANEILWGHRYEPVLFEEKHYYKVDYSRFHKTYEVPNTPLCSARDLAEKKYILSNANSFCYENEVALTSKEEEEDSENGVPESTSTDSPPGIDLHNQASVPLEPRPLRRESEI
KCNQ2 block = KCNQ2 channel blockers in CHO-K1 cells – cell-based, FluxOR thallium flux, B-score, primary screen (AID 2156). O88943. 310,000 tested, 1.1% active. B-score at 10 µM. 20 min; stronger effect = lower value;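 active = fluorescence ratio B-score at most minus 3 library SDs, with starting brightness B-score within 2 library SDs, cut at about -5.5 in these data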
CHT block = inhibitors of human choline transporter CHT | AID 488975 | CHT-expressing cells, membrane potential dye, choline response; stronger effect = lower value | 310,000 tested, 0.86% active | B-score at 10 µM | Q9GZV3;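 active = B-score over 3 SD under the library average, and starting fluorescence ratio not unusually high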;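 also: choline stimulus applied at its EC90 after an EC20 pre-addition; B-score computed on integrated fluorescence ratio after choline addition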
Target sequence (Q9GZV3 whole entry, looked up): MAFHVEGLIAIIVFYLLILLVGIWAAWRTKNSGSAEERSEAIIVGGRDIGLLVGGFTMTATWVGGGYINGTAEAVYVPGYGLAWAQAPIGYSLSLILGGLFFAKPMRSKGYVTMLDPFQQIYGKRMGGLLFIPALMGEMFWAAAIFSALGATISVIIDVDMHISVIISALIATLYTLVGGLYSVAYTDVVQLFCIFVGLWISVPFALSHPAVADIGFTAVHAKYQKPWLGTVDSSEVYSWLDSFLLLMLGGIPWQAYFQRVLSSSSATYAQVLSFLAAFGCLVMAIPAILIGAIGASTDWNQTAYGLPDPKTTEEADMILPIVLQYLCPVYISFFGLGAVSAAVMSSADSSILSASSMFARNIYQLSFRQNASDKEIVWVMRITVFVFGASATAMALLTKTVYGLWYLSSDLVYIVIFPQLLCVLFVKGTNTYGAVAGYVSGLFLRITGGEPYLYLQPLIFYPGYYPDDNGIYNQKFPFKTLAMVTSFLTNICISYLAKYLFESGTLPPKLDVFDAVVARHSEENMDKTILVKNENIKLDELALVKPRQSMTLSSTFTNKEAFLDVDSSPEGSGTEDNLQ
The depositor's hits bear a star; i = inactive; · = not tested or not shown. Random draw from the library; overall some 2.6% were active at least once.

Kir21 inh	CHT block	KCNQ2 block	SMILES
-0.21	i	i	CC(NC(=O)CCNC(=O)N1CCn2c1nc1ccccc12)c1ccccc1 (stereo unspecified)
2.7	i	i	COc1ccc(-c2nn(CCC#N)cc2/C=N/O)cc1
-0.55	i	i	CCCc1nc2oc3c(NCCOCCO)ncnc3c2c2c1COC(C)(C)C2
2	i	i	COc1ccc(-c2nnc(SCC3CCCO3)n2C)cc1 (stereo unspecified)
-0.92	i	i	CCOC(=O)C1=NN(c2ccccc2)C(c2ccccc2)CC1=O (stereo unspecified)
0.5	i	i	CCc1ccc(C(=O)Nc2nc(C)cs2)s1
1.2	i	i	C=CCn1c(-c2cccc(OC)c2)n[nH]c1=S
0.31	i	i	O=C(COC(=O)c1cccc(S(=O)(=O)N2CCc3ccccc3C2)c1)NCc1ccco1
1.5	i	i	CC(=O)Nc1sc(C)c(C)c1C(=O)OCCOc1ccccc1
-0.03	i	i	NC(=O)[C@H]1CC2(CC(c3cccc(NC(=O)COc4ccc(Cl)cc4)c3)=NO2)CN1C(=O)[C@H]1CCC(=O)N1 (stereo partly specified)
-0.7	i	i	O=C(Nc1ccc2c(c1)oc1ccc(S(=O)(=O)N3CCCC3)cc12)C1CC1
-1.1	i	i	O=C(Nc1cccc(C(=O)O)c1)/C(=C\c1ccco1)NC(=O)c1ccc(Br)o1
-1.8	i	i	CC1CCCC(C)N1C(=O)COC(=O)CNC(=O)C12CC3CC(CC(C3)C1)C2 (stereo unspecified)
-0.1	i	i	COc1cc(C#N)ccc1OCC(=O)Nc1ccc(C)c(S(=O)(=O)N2CCOCC2)c1
-1.1	i	i	COC(=O)CSc1nc2ccccc2c(=O)n1C
1.2	i	i	Cc1ccc(CNC(=O)c2cc(=O)c3ccc(C)cc3o2)cc1
1.3	i	i	CCN1CCN(CCCNC(=O)C2c3ccccc3C(=O)N(C)C2c2ccc(OC)cc2)CC1 (stereo unspecified)
1.5	i	i	CC(C)Cn1c(N2CCN(C(=O)/C=C/c3ccccc3)CC2)nc2ccccc21
-0.02	i	i	COc1ccc(S(=O)(=O)N2CCOC2CNC(=O)C(=O)NCc2ccc(F)cc2)cc1OC (stereo unspecified)
-0.15	i	i	Cc1sc2ncn(CCn3cnc4sc(C)c(C)c4c3=O)c(=O)c2c1C

In a second layout: entries from further up
SMILES	Kir21 inh	CHT block	KCNQ2 block
CC(=O)Nc1sc(C)c(C)c1C(=O)OCCOc1ccccc1	1.5	i	i
NC(=O)[C@H]1CC2(CC(c3cccc(NC(=O)COc4ccc(Cl)cc4)c3)=NO2)CN1C(=O)[C@H]1CCC(=O)N1 (stereo partly specified)	-0.03	i	i
O=C(Nc1ccc2c(c1)oc1ccc(S(=O)(=O)N3CCCC3)cc12)C1CC1	-0.7	i	i
O=C(Nc1cccc(C(=O)O)c1)/C(=C\c1ccco1)NC(=O)c1ccc(Br)o1	-1.1	i	i

(cont.)
Kir21 inh	CHT block	KCNQ2 block	SMILES
1.2	i	i	CC(=O)N1CCc2cc(S(=O)(=O)CCC(=O)NCc3ccc(F)cc3)ccc21
0.66	i	i	CC12CC(NC(=O)N1CCc1ccccc1)c1cc(Cl)ccc1O2 (stereo unspecified)
-0.58	i	i	C[C@@H](C(=O)Nc1nc2ccc(F)cc2s1)N1C(=O)C2CC=CCC2C1=O (stereo partly specified)
1.2	i	i	CN(C)S(=O)(=O)c1ccc(NC(=O)COC(=O)c2ccccn2)cc1
0.13	i	i	COc1ccccc1-n1ccnc1SCC(=O)NC1CCCC1
-0.01	i	i	Cc1ccc(O)c(NC(=O)Cc2ccc3ccccc3c2)c1
1	i	i	CCCCCCN=C(C)C1=C(O)C(C(=O)OC)C(C)(C)CC1=O (stereo unspecified)
-0.54	i	i	Cc1ccc(NC(=O)c2ccncc2)cc1S(=O)(=O)N(C)C
0	i	i	O=C(CSc1ccccc1)Nc1ccc(C(=O)Nc2cccc(O)c2)cc1
0.24	i	i	CCN(CC)C(=O)C(=O)N/N=C/c1ccc(Cl)cc1Cl
0.12	i	i	Cc1cc(C)cc(N(C(=O)c2csnn2)C(C(=O)NC(C)(C)C)c2ccccn2)c1 (stereo unspecified)
-0.61	i	i	CN(Cc1ccccc1)C(=O)C1CCN(S(=O)(=O)c2ccc3nc4c(c(C(=O)O)c3c2)CCCC4)CC1
-0.91	i	i	CCCCN(C(=O)C1=COCCO1)c1c(N)n(Cc2ccccc2)c(=O)[nH]c1=O
-0.26	i	i	Cn1c(=O)c2c(nc(CN3CCN(C(=O)c4ccco4)CC3)n2Cc2ccccc2)n(C)c1=O
-1.5	i	i	O=C(NCCc1c[nH]c2ccccc12)C(=O)NCC1OCCN1S(=O)(=O)c1cc(F)ccc1F (stereo unspecified)
1.3	i	i	O=C(CSc1nc2ccccc2s1)c1ccc(O)cc1O
-0.03	i	i	CCCCCCC(=O)N(O)C1CC(=O)N(c2ccc(F)cc2)C1=O (stereo unspecified)
0.24	i	i	c1ccc2c(c1)nnn2CNc1nccs1
-1.1	i	i	CCc1n[nH]c(=S)n1/N=C/c1ccccn1
0.31	i	i	COc1ccc(NC(=O)C2CCCN(C(=O)Nc3cccc(OC)c3)C2)cc1 (stereo unspecified)

Continued.
Kir21 inh	CHT block	KCNQ2 block	SMILES
-0.09	i	i	C/C(=N\Nc1ccc([N+](=O)[O-])cc1)c1cc2ccccc2o1
-1.3	i	i	O=C1c2ccccc2C(O)(c2ncc[nH]2)N1C1CCCCC1 (stereo unspecified)
-1.2	i	i	CCOc1ccc(OCC)c(NC(=O)CSc2nnc(C3CC3)n2CC)c1
-0.28	i	i	O=C(CN1C(=O)c2ccccc2C1=O)NCc1ccc(N2CCOCC2)cc1
-3.6	i	i	COc1cc(/C=N\NC(=O)c2ccc(-c3ccccc3)cc2)cc(OC)c1OC(C)=O
-0.63	i	i	O=C(CCN1C(=O)C2C3CCC(C3)C2C1=O)OCC(=O)c1ccccc1 (stereo unspecified)
1.1	i	i	c1ccc(CNc2ncnc3sc4c(c23)CCC4)nc1
-0.06	i	i	Cc1cccc(-n2nc3c(c2NC(=O)C(C)C)CS(=O)(=O)C3)c1C
-0.85	i	i	C=CCNC(=O)CSc1nc2scc(-c3ccco3)c2c(=O)n1CC=C
0.19	i	i	O=C(O)Cc1sc(-c2ccc(Cl)cc2)nc1-c1ccccc1
0.9	i	i	COCCn1nnnc1C(c1cc2ccc(C)cc2[nH]c1=O)N(Cc1ccco1)Cc1cccs1 (stereo unspecified)
-0.22	i	i	CC1CCCCC12NC(=O)N(CC(=O)Nc1sc3c(c1C(N)=O)CCC3)C2=O (stereo unspecified)
-0.39	i	i	CC(C)c1ccc(NS(=O)(=O)c2ccc(N3C(=O)CCC3=O)cc2)cc1
2.4	i	i	Cn1c(CO)nc2cc(N)ccc21
-0.19	i	i	CC(C)CN1CC(=O)N2C(c3ccccc3)c3[nH]c4ccccc4c3C[C@H]2C1=O (stereo partly specified)
1.4	i	i	N#Cc1c(C(F)(F)F)cc(-c2ccccc2)n(N)c1=O
0.94	i	i	COc1ccc(-n2c(=O)c3ccccc3n(CC(=O)NCC3CCCO3)c2=O)cc1 (stereo unspecified)
-0.51	i	i	NC(=S)c1ncc(C(F)(F)F)cc1Cl
1.2	i	i	COc1ccc(C(=S)N2CCCC2)cc1OC
0.55	i	i	Cc1ccc(C(=O)N2CC(=O)Nc3ccccc32)o1

More records
Kir21 inh	CHT block	KCNQ2 block	SMILES
0.21	i	i	Cc1ccc2[nH]c(=O)c(CN(Cc3cccnc3)C(=S)NCCCN(C)C)cc2c1
0.13	i	i	CC(=O)c1ccc(C(=O)NC2CC(C)(C)Cc3c2cnn3-c2ccccc2)cc1 (stereo unspecified)
-0.78	i	i	COC(=O)c1cn(C(=O)c2ccc(Cl)cc2)c2ccccc12
0.02	i	-6.4*	COc1ccc(CNC(=O)C(c2ccc(C)o2)N(Cc2cccs2)C(=O)Cc2cccs2)cc1 (stereo unspecified)
0.23	i	i	CC1(C(=O)NNC(=O)C2CCCCC2)CC1(Cl)Cl (stereo unspecified)
-1.6	i	i	Cc1ccc(CN2CCN(/N=C/c3cc(Br)ccc3O)CC2)cc1
-1.1	i	i	COc1ccc2cc3cc(C(=O)NC(C)C)oc3nc2c1
-0.56	i	i	Cc1ccc(C)c2[nH]c(=O)c(CCNC(=O)c3ccc(S(=O)(=O)N4CCCC4)cc3)cc12
-0.97	i	i	CC1(C)CC(=O)C(C(O)c2ccccc2)C(C)(C)N1 (stereo unspecified)
0.43	i	i	CC1(C)CC2(CC(c3ccccc3F)c3ccc(O)c(O)c3O2)NC(=S)N1 (stereo unspecified)
-1.4	i	i	O=C(Nc1ccc(-c2cn3ccsc3n2)cc1)c1ccc(F)c(S(=O)(=O)N2CCOCC2)c1
-1.6	i	i	Cc1onc(-c2c(F)cccc2Cl)c1C(=O)Nc1nc2c(s1)CCCC2
-0.79	i	i	Cc1ccc(C)c(-n2c(-c3csc(C)c3)n[nH]c2=S)c1
2.4	i	i	Cc1ccc(NC(=O)CSc2ccc(C(N)=O)cc2[N+](=O)[O-])cc1
-0.6	i	i	CCCn1c(SCC(=O)N2c3ccc(F)cc3CCC2C)nnc1-c1ccccn1 (stereo unspecified)
-0.04	i	i	Cc1ccc2c(c1)sc(C)[n+]2CCCS(=O)(=O)[O-]
1.3	i	i	O=C(Nc1ccc2c(c1)OC1(CCCC1)O2)C1CC1
-0.06	i	i	O=C(NC1CCCC1)c1cc(-c2ccccc2)nc2ccccc12
-0.44	i	i	CSc1ccccc1NC(=O)c1cc(C2CC2)on1
-0.07	i	i	CC1CN(C(=O)CCc2cc(C(C)(C)C)c(O)c(C(C)(C)C)c2)CC(C)O1 (stereo unspecified)

Other results
Kir21 inh	CHT block	KCNQ2 block	SMILES
0.13	i	i	O=C(Nc1ccnn1C1CCN(C2CCCCC2)CC1)c1ccccc1
0.18	i	i	Cc1ccc(NC(=O)C(C)Sc2nnc(-c3cccnc3)n2-c2ccccc2)cc1 (stereo unspecified)
0.91	i	i	CCC1=Nc2ccccc2-c2nnc(SC)nc2O1
0.07	i	i	CC(=O)C(Sc1nccc(-c2cccs2)n1)C(C)=O
0.47	i	i	Nc1c(C(=O)NCCc2ccccc2)nnn1Cc1ccccc1
-0.18	i	i	N/C(Cc1cccc2ccccc12)=N\OC(=O)Cc1cccs1
0.96	i	i	O=C(NC1CCCCC1)C(c1ccc(F)cc1)N(Cc1ccco1)C(=O)CN1C(=O)c2ccccc2S1(=O)=O (stereo unspecified)
1.3	i	i	COc1ccc(/C=C/C(=O)NC(=S)N2CCSCC2)cc1
0.31	i	i	O=C(CCC(=O)c1ccc(F)cc1)Nc1cc(Cl)cc(Cl)c1
-0.12	i	i	Cc1ccccc1OCC(=O)OCC(=O)Nc1cc(C(F)(F)F)ccc1N1CCOCC1
-1.1	i	i	COc1ccc(OC)c(NC(=O)Nc2ccc3c(c2)CCC3)c1
-0.12	i	i	O=C(c1ccc(S(=O)(=O)N2CCCC2)cc1)N1CCCCCC1
-0.4	i	i	Cc1ccc(CSCC(=O)Nc2c(C)n(C)n(-c3ccccc3)c2=O)cc1
0.99	i	i	O=C(Nc1cccnc1)C1CCN(S(=O)(=O)c2cccc3nonc23)CC1
0.78	i	i	N#C/C(=C(/O)COC(=O)CSc1ccc2ccccc2c1)c1nc2ccccc2[nH]1
2.5	i	i	c1cncc(CNc2ncnc3sc4c(c23)CCC4)c1
2.6	i	i	CCOC(=O)N1CCC(NC(=O)c2cc3c(-c4cccc(OC)c4)nn(C)c3s2)CC1
-0.46	i	i	COc1ccc(OC)c(-c2nnc(SCC(=O)N3CCCC3)o2)c1
0.53	i	i	C=C1CCN([C@@H](CC(C)C)C(=O)N2CCOCC2)S(=O)(=O)c2ccccc21
-0.11	i	i	N#C/C(=C(/O)c1ccc(C(=O)c2ccccc2)cc1)c1nc2ccccc2[nH]1

Five entries from above, as tab-separated lines:
mol	Kir21 inh	CHT block	KCNQ2 block
O=C(c1ccc(S(=O)(=O)N2CCCC2)cc1)N1CCCCCC1	-0.12	i	i
Cc1ccc(CSCC(=O)Nc2c(C)n(C)n(-c3ccccc3)c2=O)cc1	-0.4	i	i
O=C(Nc1cccnc1)C1CCN(S(=O)(=O)c2cccc3nonc23)CC1	0.99	i	i
N#C/C(=C(/O)COC(=O)CSc1ccc2ccccc2c1)c1nc2ccccc2[nH]1	0.78	i	i
c1cncc(CNc2ncnc3sc4c(c23)CCC4)c1	2.5	i	i

Continued:
Kir21 inh	CHT block	KCNQ2 block	SMILES
1.2	i	i	O=C(CN1C(=O)C2C3C=CC(C3)C2C1=O)OCC(=O)c1ccccc1 (stereo unspecified)
0	i	i	Nc1ncc(CN2CCCC(C(=O)Nc3ccc(-c4ccco4)cc3)C2)cn1 (stereo unspecified)
1.6	-6.3*	i	NC(=O)c1c(NC(=O)CN2C(=O)NC(Cc3ccccc3)C2=O)sc2c1CCC2 (stereo unspecified)
-1.1	i	i	COc1ccc(/C=C2\SC(=O)NC2=S)cc1OC
-1.5	i	i	CNC(=S)N1CCN(c2ccc([N+](=O)[O-])cc2)CC1
0.93	i	i	CC(C)(C)NS(=O)(=O)c1ccc(CCC(=O)NCc2ccco2)cc1
0.76	i	i	COc1cc(=O)[nH]c(=O)n1C(=O)Cc1ccccc1
-0.05	i	i	Cc1cc(Nc2nnnn2-c2ccccc2)n(-c2ccccc2)n1
0.15	·	i	Cc1nc2ccc(F)cc2cc1C(=O)NCC1CCCO1 (stereo unspecified)
0.83	i	i	COC(=O)Nc1ccc2c(c1)N(C(=O)CCN(C)C)c1ccccc1CC2
2	i	i	COC(=O)c1ccc(CNC(=O)COC(=O)Cc2ccsc2)cc1
